Screening data from PubChem BioAssay.
Epigenetic reg – regulators of epigenetic silencing causing reporter derepression in mouse cells. Potency, µM (top dose mostly 53.9 µM), inactives show top-dose GFP activation, usual class: activators. actives 0.2% (n = 280,000). murine LDR cells, GFP reporter derepression, 30 h. AID 1865; also: % of control where 0% means no effect; nearly all actives have a fitted effect of over 60% in size
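GFP-positive cell count by laser-scanning cytometry (objects 20–120 um) after 30 h, 37 C compound exposure of murine LDR cells; reporter is CMV-GFP integrated at a silenced locus, inducible by HDAC or DNMT inhibitors.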
GLA spleen mod – inhibitors or activators of human alpha-galactosidase in spleen homogenate; P06280; human spleen homogenate, 4MU-alpha-Gal fluorescence, 40 min; Potency, µM (titrated, usually from 80 µM), for the others: top-dose activity change, negative = inhibition, most hits filed as inhibitors; actives 0.008% (n = 240,000); AID 2107;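 also: 0% = enzyme with vehicle and -100% = no enzyme basal signal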
Target sequence (P06280 32-429 limits assumed): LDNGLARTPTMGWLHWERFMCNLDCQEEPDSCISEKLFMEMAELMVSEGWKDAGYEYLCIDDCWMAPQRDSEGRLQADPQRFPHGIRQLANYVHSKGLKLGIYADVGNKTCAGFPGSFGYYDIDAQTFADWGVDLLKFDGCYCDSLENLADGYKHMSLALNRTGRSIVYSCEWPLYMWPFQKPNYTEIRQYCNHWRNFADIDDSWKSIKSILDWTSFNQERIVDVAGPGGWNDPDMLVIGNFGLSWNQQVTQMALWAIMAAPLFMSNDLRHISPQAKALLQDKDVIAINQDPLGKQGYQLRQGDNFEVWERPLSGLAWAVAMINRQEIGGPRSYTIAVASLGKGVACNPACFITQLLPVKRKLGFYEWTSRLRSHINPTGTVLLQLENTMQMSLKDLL
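Human spleen homogenate (1 ug) as enzyme source, 4-methylumbelliferyl-alpha-D-galactopyranoside 1 mM final, citrate/phosphate pH 5.0 with 0.01% Tween-20. Compounds 40 min at 37C, NaOH/glycine stop; fluorescence Ex 365/Em 440, Hill-fit AC50.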
GAA inhib – alpha-glucosidase (human) inhibition | purified human GAA, 4-MU-alpha-glucoside fluorescence | Potency, µM (titrated, usually from 76.9 µM), for the others: at the top dose activity change, negative = inhibition, hits mostly inhibitors | actives 0.005% (n = 200,000) | AID 1466;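 also: plate controls were uninhibited enzyme wells for no effect and no-enzyme background for full effect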
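Enzyme (4 nM final) mixed with compound (up to 77 uM), then 4-MU-alpha-D-pyranoside (400 uM final) added; 20 min at room temperature, pH 5.0. Reaction stopped at pH 10, fluorescence read, AC50 derived by Hill fit.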
ALDH1A1 block – inhibitors of human aldehyde dehydrogenase 1A1 | actives 7.3% (n = 220,000) | Potency, µM (highest dose often 75.3 µM), for the others: top-dose activity, negative = inhibition, usual class: inhibitors | AID 1030 | Purified ALDH1A1, NADH fluorescence, propionaldehyde substrate; active = well fitted inhibition curve with a large enough effect, not every such curve was filed as active; inconclusive = small, poorly fitted or top-dose-only effect, or another doubt; inactive = no such curve, though single readings can be large or run the other way;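 also: plate controls were no enzyme wells and a reference inhibitor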
GAA glycogen mod – inhibitors or activators of human alpha-glucosidase glycogen cleavage; actives 0.38% (n = 300,000); AID 2100; P10253; recombinant GAA, glycogen substrate, Amplex Red glucose oxidase fluorescence; Potency, µM (top dose mostly 76.4 µM), for the others: top-dose activity change, negative = inhibition, usual class: inhibitors;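 also: 0% = full enzyme reaction and -100% = no-enzyme basal signal; the screen sought inhibitors and activators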
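Recombinant human enzyme (4 nM); glycogen substrate; 37 C, 40 min, pH 5.0. Readout: coupled glucose oxidase/Amplex Red fluorescence.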
aGlu spleen mod – inhibits or activates alpha-glucosidase in human spleen homogenate | P10253 | human spleen homogenate, 4-MU-alpha-glucoside fluorescence | Potency, µM (highest dose often 79.9 µM), for inactives: at the highest dose activity change, negative = inhibition, actives largely listed as inhibitors | actives 0.006% (n = 240,000) | AID 2112;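 also: 0% = enzyme with vehicle and -100% = no enzyme basal signal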
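Enzyme source: human spleen homogenate, 1 ug/well. Buffer 50 mM citric acid/K phosphate pH 5.0, 0.01% Tween-20. 4-MU-alpha-glucoside 1 mM; 37 C x 40 min; NaOH/glycine stop; fluorescence.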
Tau fluor counter – counter-screen for tau fibril formation inhibitors. tau K18 P301L (four-repeat tau fragment) Alexa594 fluorescence, heparin fibrillization. Potency, µM (highest dose often 57.7 µM), without a hit: top-dose activity change, negative = decrease. actives 0.93% (n = 280,000). AID 1463; also: % is scaled to controls: 0 for no effect and ±100 for the full control effect; nearly all actives have a fitted effect of over 55% in size
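Human K18 P301L tau (15 uM unlabeled plus 0.24 uM Alexa 594-labeled, final) in 100 mM sodium acetate pH 7 was mixed with compound and 20 uM heparin and incubated 6 hr at 37 C.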
NPSR antag – blocks cAMP signaling of the human neuropeptide S receptor | Potency, µM (series often up to 38.3 µM), for the others: top-dose activity change, negative = inhibition, actives largely listed as inhibitors | actives 1% (n = 220,000) | CHO-NPSR cells, cAMP TR-FRET, antagonist mode | Q6W5P4; also: % is scaled to controls: 0 for no effect and ±100 for the full control effect; nearly all actives have a fitted effect of over 50% in size; many of its hits are not listed in these tables
Target sequence (Q6W5P4 whole entry, looked up): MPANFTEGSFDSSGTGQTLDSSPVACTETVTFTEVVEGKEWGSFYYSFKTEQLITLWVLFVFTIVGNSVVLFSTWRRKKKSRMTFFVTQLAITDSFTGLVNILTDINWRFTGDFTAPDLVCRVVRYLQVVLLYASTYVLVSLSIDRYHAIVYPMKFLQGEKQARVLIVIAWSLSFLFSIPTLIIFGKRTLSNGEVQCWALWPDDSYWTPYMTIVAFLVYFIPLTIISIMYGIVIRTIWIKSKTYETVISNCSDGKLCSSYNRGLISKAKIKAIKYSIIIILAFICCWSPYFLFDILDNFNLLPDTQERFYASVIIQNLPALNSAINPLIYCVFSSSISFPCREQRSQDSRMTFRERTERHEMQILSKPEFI
* hit, by the source's call; ? = inconclusive; . = not tested or not shown; [ ] = another dose, or the depositor's remark. Unless noted, calls follow the shape of the dose curve; as a rule, active = well fitted curve in the direction sought with a large enough effect; inconclusive = small, poorly fitted or top-dose-only effect, or another doubt; inactive = no such curve, though single readings can be large; an effect the other way counts as inactive or inconclusive. Potency is read from the fitted curve at half-maximal effect. Only part of the results is shown; the hit share may differ from the screen's.

Short forms: A = Epigenetic reg; B = GLA spleen mod; C = GAA inhib; D = ALDH1A1 block; E = GAA glycogen mod; F = aGlu spleen mod; G = Tau fluor counter; H = NPSR antag
CC1=Nc2cc([N+](=O)[O-])ccc2NC(C)(C)C1
  A = -1.9% | B = -1% | C = 4% | D = 11% | E = -14% | F = 10% | G = -8% | H = -26%

COc1cccc(C(=O)Nc2ccncc2)c1
  A = 0.0% | B = -7% | C = -4% | D = 6% | E = 3% | F = 2% | G = -4% | H = 6%

COc1ccc2nc(-c3ccccc3)cc(OC)c2c1
  A = 1.8% | B = 0% | C = -10% | D = -12% | E = 10% | F = -5% | G = -12% | H = -19%

O=C(O)c1cccc(COc2ccccc2Cl)c1
  A = 0.0% | B = -1% | C = 3% | D = 1% | E = -2% | F = -4% | G = -11% | H = -5%[46.1 µM]

CCC(C)NC(=O)C1(C)CCC(=O)N1CCc1ccc(OC)c(OC)c1 (stereo unspecified)
  A = -1.1% | B = 2% | C = 6% | D = -2% | E = 4% | F = -8% | G = 1% | H = -18%[46.1 µM]

CCn1c(COc2ccc(OC)cc2)nnc1SCC(=O)Nc1cc(OC)ccc1OC
  A = -3.2% | B = 8% | C = -3% | D = -3% | E = -4% | F = 1% | G = -12% | H = -20%[46.1 µM]

O=c1oc(-c2ccco2)nc2sc3c(c12)CCCC3
  A = 0.0% | B = 9% | C = -1% | D = ? | E = 2% | F = -15% | G = -13% | H = -21%

CCCCNC(=O)CC1N=C2c3ccccc3N=C(SCC(=O)Nc3ccccc3OC)N2C1=O (stereo unspecified)
  A = -0.9% | B = 4% | C = -4% | D = ? | E = -19% | F = 6% | G = -15% | H = -17%[46.1 µM]

Cc1cc(-c2ccco2)n(CC(=O)O)n1
  A = 1.9% | B = 12% | C = -6% | D = 8% | E = 2% | F = 0% | G = 2% | H = -1%[46.1 µM]

Nc1ncn(CC(=O)c2ccccc2)n1
  A = 1.1% | B = 6% | C = 4% | D = 0% | E = -10% | F = -12% | G = 4% | H = 13%

c1ccc(CN2CCN(Cc3cn4cccnc4n3)CC2)cc1
  A = 1.3% | B = 8% | C = -4% | D = ? | E = -3% | F = 1% | G = -2% | H = 29%

C=CCNc1ncnc2ccccc12
  A = 0.2% | B = 10% | C = 7% | D = 9% | E = 10% | F = ? | G = -25% | H = -5%[46.1 µM]

COc1ccc(C)cc1NC(=O)C(OC(=O)CNC(=O)c1cccc(F)c1)c1ccccc1 (stereo unspecified)
  A = 1.0% | B = 10% | C = -6% | D = 0% | E = -2% | F = -2% | G = -20% | H = 18%

O=C(Nc1ccc(N2CCCCC2)cc1)c1ccc2ccccc2n1
  A = -3.1% | B = -7% | C = -4% | D = -4% | E = -12% | F = -2% | G = ? | H = -13%

COc1ccccc1/C=C/C=N/n1c(-c2ccc(Cl)cc2Cl)n[nH]c1=S
  A = 1.0% | B = -7% | C = -12% | D = 20µM* | E = -11% | F = 2% | G = -20% | H = 13%

COc1ccc(N(C2=NCCCS2)S(=O)(=O)c2ccc(C(C)(C)C)cc2)cc1
  A = -2.7% | B = -1% | C = -10% | D = 0.79µM* | E = 16% | F = -7% | G = 1% | H = 35%

Cc1cccc(NC(=O)CN2C(=O)N/C(=C/c3cc(C)n(C)c3C)C2=O)c1
  A = 0.0% | B = -2% | C = -3% | D = -2% | E = 11% | F = 2% | G = ? | H = -5%

CC(=O)C1=C(C)NC(=O)NC1c1cccs1 (stereo unspecified)
  A = 2.9% | B = -1% | C = -6% | D = 10% | E = 7% | F = -6% | G = -4% | H = -3%[46.1 µM]

CCN(CC1CCCO1)C(=O)CCc1nnc(Cc2ccc3c(c2)OCO3)o1 (stereo unspecified)
  A = 3.1% | B = 6% | C = 8% | D = ? | E = -12% | F = -6% | G = -10% | H = -9%

COc1cc(C=O)ccc1OCC(=O)N1CCOCC1
  A = 2.0% | B = 26% | C = -12% | D = ? | E = 1% | F = -5% | G = -1% | H = 0%[46.1 µM]

Cc1ccc2nc(NC(=O)c3ccco3)sc2c1
  A = 4.3% | B = -21% | C = -6% | D = 5% | E = -2% | F = -7% | G = -25% | H = -11%[46.1 µM]

Cc1ccc(N(C(C)C(=O)N2CCOCC2)S(C)(=O)=O)cc1C (stereo unspecified)
  A = 1.1% | B = 5% | C = 12% | D = 4% | E = -19% | F = 3% | G = -1% | H = 8%

CCOC(=O)CSC1=C(C#N)C(c2ccc(C)o2)CC(=O)N1 (stereo unspecified)
  A = 1.0% | B = 5% | C = -1% | D = -14% | E = -1% | F = 13% | G = -9% | H = 12%[46.1 µM]

CSc1ncc(S(=O)(=O)c2ccccc2)c(=O)[nH]1
  A = -1.3% | B = 4% | C = -3% | D = 9% | E = 2% | F = . | G = 6% | H = 5%

CCOc1cc(/C=N/NC(N)=O)cc(Br)c1OCc1ccccc1
  A = -0.9% | B = 10% | C = 4% | D = 7% | E = 5% | F = 0% | G = 6% | H = -3%[46.1 µM]

Taken from above:
GAA glycogen mod, Nc1ncn(CC(=O)c2ccccc2)n1 = -10%
Tau fluor counter, CC(=O)C1=C(C)NC(=O)NC1c1cccs1 (stereo unspecified) = -4%
GAA glycogen mod, Cc1cc(-c2ccco2)n(CC(=O)O)n1 = 2%
ALDH1A1 block, CCOC(=O)CSC1=C(C#N)C(c2ccc(C)o2)CC(=O)N1 (stereo unspecified) = -14%
GAA glycogen mod, O=C(Nc1ccc(N2CCCCC2)cc1)c1ccc2ccccc2n1 = -12%
GLA spleen mod, COc1ccc(C)cc1NC(=O)C(OC(=O)CNC(=O)c1cccc(F)c1)c1ccccc1 (stereo unspecified) = 10%

Printed as active in ALDH1A1 block, of those listed so far:
mol | Epigenetic reg | GLA spleen mod | GAA inhib | ALDH1A1 block | GAA glycogen mod | aGlu spleen mod | NPSR antag
COc1ccccc1/C=C/C=N/n1c(-c2ccc(Cl)cc2Cl)n[nH]c1=S | 1.0% | -7% | -12% | 20µM* | -11% | 2% | 13%
COc1ccc(N(C2=NCCCS2)S(=O)(=O)c2ccc(C(C)(C)C)cc2)cc1 | -2.7% | -1% | -10% | 0.79µM* | 16% | -7% | 35%
